Compound activity (PubChem BioAssay)
MOR-DOR inv ag = inverse agonist of human OPRM1-OPRD1 heterodimerization | inhibition, % at 9.3 µM | AID 504357 | cell-based MOR-DOR heterodimer luminescence, inverse agonism | P35372+P41143 | hit rate 0.21% among 340,000; in the data active means inhibition above about 22%, passing the limit was not always enough;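 further: 0% = cells with DMSO and 100% = wells without cells with DMSO; values of inactives mirror those of a sister screen read the other way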
HTR5A inv ctr = inverse agonist of human HTR5A in OPRM1-OPRD1 counter-screen. hit rate 0.083% among 340,000. inhibition, % at 9.3 µM. HTR5A cell line, luminescence, inverse agonism. AID 504634. P47898; in the data active means inhibition mostly above about 23%, no sharp cut-off; inactive means mostly below about 18%;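 further: 0% = cells with DMSO and 100% = no-cell wells with DMSO; some compounds called inactive have numbers as strong as hits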
Target sequence (P47898 whole entry, looked up): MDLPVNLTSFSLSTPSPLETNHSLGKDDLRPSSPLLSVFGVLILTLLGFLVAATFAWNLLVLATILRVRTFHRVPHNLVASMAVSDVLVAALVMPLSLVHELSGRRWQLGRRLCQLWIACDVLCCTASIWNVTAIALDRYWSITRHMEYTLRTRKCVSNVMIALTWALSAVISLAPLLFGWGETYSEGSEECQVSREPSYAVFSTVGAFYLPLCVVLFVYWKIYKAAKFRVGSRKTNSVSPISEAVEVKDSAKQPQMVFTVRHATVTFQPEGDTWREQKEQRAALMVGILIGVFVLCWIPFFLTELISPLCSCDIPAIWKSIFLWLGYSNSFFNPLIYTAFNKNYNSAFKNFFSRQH
AddAB inh = less growth of phage-infected E. coli with AddAB; hit rate 0.29% among 330,000; E. coli expressing H. pylori AddAB, absorbance growth; AID 435030; inhibition, % at 11.9 µM; in the data active means inhibition above about 12%;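 further: 0% = vehicle wells of infected cells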
E coli growth = counter-screen for AddAB inhibitors: E. coli growth inhibition. E. coli V3065 growth, OD600 absorbance, 18 h. inhibition, % at 11.9 µM. hit rate 0.27% among 330,000;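 active means inhibition above the campaign's mean inhibition across all tested compounds plus 3 SD, cut at about 9.9% in these data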;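 further: uninfected addAB+ strain grown without phage in ampicillin broth; 0% = DMSO wells and 100% = ciprofloxacin 0.95 µg/ml wells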
Pemphigus Ab inh = inhibitors of pemphigus antibody binding to human desmoglein-3. P32926. DSG3-coupled beads, scFv-anti-DSG3-GFP binding, flow cytometry; active compounds read low. hit rate 0.48% among 310,000. AID 588358. binding (percent of control), % at 10 µM;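 active means binding more than 3 SD below its plate's average and above zero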;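 further: hits lower antibody fragment binding to DSG3; some compounds called inactive have numbers as strong as hits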
OPRM1-OPRD1 ag = agonists of human mu-delta opioid receptor heterodimerization; cells, OPRM1-OPRD1 heterodimerization, luminescence; activation, % at 9.3 µM; hit rate 0.3% among 340,000; P35372+P41143; in the data active means activation above about 18%;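 further: 0% = vehicle-treated cells and 100% = reference agonist; values of inactives mirror those of a sister screen read the other way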
phage Ecoli inh = E. coli growth loss with phage present. growth absorbance. hit rate 0.26% among 360,000. AID 651602. inhibition, % at 11.9 µM; in the data active means inhibition above about 11%
PfHsp90 yeast 2 = reduces growth (ATP signal) of yeast expressing P. falciparum Hsp90. S. cerevisiae expressing PfHsp90, BacTiter-Glo ATP, 48 h; yeast lacking PDR1 and PDR3 efflux regulators. inhibition, % at 9.4 µM. hit rate 0.32% among 310,000. AID 504621;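 active means every replicate shows inhibition above about 80%, whatever the replicate mean, limit read from the data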;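 further: 0% = DMSO neutral controls and 100% = 20 µM radicicol positive controls; yeast relying on Plasmodium falciparum Hsp90 in place of its own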
SUMO Mot1 rescue = SUMOylation pathway inhibition by Mot1-301 growth rescue. S. cerevisiae Mot1-301 growth rescue, ATP luminescence, 38.5C; percent above DMSO median, 100 means doubled. hit rate 1% among 320,000. growth rescue, % at 18.8 µM;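 active means every valid replicate shows activation above 250% relative to neutral control wells; inactive means the rest, any valid replicate at or below 250%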;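 further: OY570 slx delta 5 strain wells were the positive control but not used for scaling; some compounds called inactive have numbers as strong as hits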
PKA-R1A activ = activators of PKA-R1A complex; PKA-R1A dissociation, Cy5-IP20 fluorescence polarization; scaled: DMSO 0%, 113 µM cGMP 100%; P00514+P68181; activation, % at 11.4 µM; hit rate 0.083% among 340,000;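 active means percent activation above the mean of all tested compounds plus 3 SD, cut at about 19% in these data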;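 further: higher means more PKAc released from R1A so a rise in polarization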
HTR5A ag = activates human HTR5A in OPRM1-OPRD1 agonist counter-screen; HTR5A agonist assay, luminescence, cell-based; hit rate 0.61% among 340,000; activation, % at 9.3 µM; P47898; AID 504692; in the data active means activation mostly above about 9.5%, no sharp cut-off; inactive means mostly below about 7.6%;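 further: 0% = cells with vehicle only and 100% = reference agonist; strong numbers were not always called active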
* = called active by the depositor; . = no result given. Random draw from the library; any-hit rate near 3.2%.

SMILES	MOR-DOR inv ag	HTR5A inv ctr	AddAB inh	E coli growth	Pemphigus Ab inh	OPRM1-OPRD1 ag	phage Ecoli inh	PfHsp90 yeast 2	SUMO Mot1 rescue	PKA-R1A activ	HTR5A ag
CCc1nnc(NC(=O)CSc2sc3c(O)cc(=O)[nH]c3c2C#N)s1	4.4	-8.1	4.7	3.1	93.9	-0.8	-0.4	-8.2	-28.5	-7.9	3.3
CC(=O)Nc1ccc(NC(=O)c2ccccc2CC[N+](=O)[O-])cc1	5.8	0.9	4.8	-0.5	109.6	-1.4	0.5	20.3	-17.3	-5.4	1.4
CC1CCN(C(=O)CCNS(=O)(=O)c2ccccc2)CC1	9.4	-10.5	3.3	0.8	92.9	-1.9	3.2	.	-26.5	-0.3	4.0
CC(=O)C1=C(c2ccccc2)NC(=O)NC1c1ccccc1OCC(=O)NCc1ccccc1 (configuration not stated)	0.8	-8.8	-0.9	-2.0	103.8	-0.1	1.2	-2.0	14.1	4.6	0.8
COc1ccccc1N1CCN(S(=O)(=O)CCNC(=O)C2CC(=O)N(c3ccccc3)C2)CC1 (configuration not stated)	13.0	-1.5	4.2	-2.2	102.0	-2.5	0.9	-2.1	10.9	0.4	2.0
CCOC(=O)C(C)Sc1nc(C2CC2)cc(C(F)(F)F)c1C#N (configuration not stated)	-22.6	-22.9	-0.2	1.3	78.1	4.0	3.8	-7.6	0.0	-1.8	9.0
C=CCn1cc(CN2CCC(C(=O)Nc3ccc(Oc4cccnc4)cc3)CC2)c(C)n1	6.1	-7.9	2.4	-1.1	87.9	-1.1	1.3	14.8	-1.5	-9.1	0.8
CN(C)CCSc1nc(N)c2c3c(sc2n1)CN(C)CC3	6.8	-11.6	1.5	-0.9	106.8	-1.2	5.7	-21.3	-11.8	3.8	-4.0
CC(C)N(Cc1ccccc1)C(=O)COC(=O)c1ccc2ncsc2c1	5.8	20.5	1.2	-1.1	92.5	-1.4	-1.3	7.4	-8.7	-0.9	-8.4
Cc1ccc2nc(-c3cccs3)oc(=O)c2c1	-5.6	17.0	-0.8	-1.3	105.6	1.1	4.1	.	44.6	-6.1	-4.7
CCC(=O)NC(=S)Nc1ccc(NC(=O)c2ccc(OC)cc2)cc1	6.5	14.5	3.0	2.7	104.1	-1.4	1.3	-22.9	236.6	-0.3	2.3
COc1ccc(-c2csc3nc(-c4cccnc4)nc(N4CCC(C(N)=O)CC4)c23)cc1OC	1.8	-4.8	4.9	-1.6	101.1	-0.3	3.3	-6.5	-2.5	0.8	-1.4
CCCCNC(=O)CC1S/C(=N/N=C/c2ccc(OC)cc2)NC1=O (configuration not stated)	11.8	-10.9	-0.9	2.7	95.7	-2.5	-0.7	-22.0	6.7	5.0	0.8
COc1ccc(N2CCN(C(=S)NCc3ccccc3)CC2)cc1	-16.4	5.8	0.2	0.4	103.7	3.1	0.6	0.9	92.9	-2.4	-2.1
Cc1ccc(NC2CC(=O)N(c3cccc([N+](=O)[O-])c3)C2=O)cc1 (configuration not stated)	-5.6	5.3	0.2	-1.2	98.1	1.1	1.1	4.2	5.7	0.6	-1.9

Three structures from above, ordered by SMILES length, falling:
SMILES	MOR-DOR inv ag	HTR5A inv ctr	AddAB inh	E coli growth	Pemphigus Ab inh	OPRM1-OPRD1 ag	phage Ecoli inh	PfHsp90 yeast 2	SUMO Mot1 rescue	PKA-R1A activ	HTR5A ag
Cc1ccc(NC2CC(=O)N(c3cccc([N+](=O)[O-])c3)C2=O)cc1 (configuration not stated)	-5.6	5.3	0.2	-1.2	98.1	1.1	1.1	4.2	5.7	0.6	-1.9
CCCCNC(=O)CC1S/C(=N/N=C/c2ccc(OC)cc2)NC1=O (configuration not stated)	11.8	-10.9	-0.9	2.7	95.7	-2.5	-0.7	-22.0	6.7	5.0	0.8
COc1ccc(N2CCN(C(=S)NCc3ccccc3)CC2)cc1	-16.4	5.8	0.2	0.4	103.7	3.1	0.6	0.9	92.9	-2.4	-2.1

Later entries
SMILES	MOR-DOR inv ag	HTR5A inv ctr	AddAB inh	E coli growth	Pemphigus Ab inh	OPRM1-OPRD1 ag	phage Ecoli inh	PfHsp90 yeast 2	SUMO Mot1 rescue	PKA-R1A activ	HTR5A ag
S=C(NCC1CCCO1)N1CCN(Cc2ccccc2Cl)CC1 (configuration not stated)	7.8	4.0	-0.3	1.6	100.1	-1.6	3.4	-1.1	-5.1	1.8	2.5
CCOC(=O)c1c(NC(=O)COC(=O)Cn2cnc3ccccc32)sc(C)c1C	-1.6	-28.5	3.3	-1.6	100.9	0.3	1.9	-8.8	97.5	-4.8	1.9
CC1(C(=O)OCC(=O)Nc2ccc(Cl)cn2)CC1(Cl)Cl (configuration not stated)	-11.2	-7.2	1.2	-0.1	.	2.7	2.6	-6.6	-5.9	0.6	2.6
Oc1ccccc1N1CCN(c2nc(-c3cccs3)nc3ccccc23)CC1	-7.2	-2.2	1.1	0.2	89.1	1.4	0.5	10.6	16.9	-13.7	0.4
CCOC(=O)CCC(=O)Nc1cccc([N+](=O)[O-])c1	6.1	-17.0	0.6	-2.3	100.4	-1.4	2.3	-6.6	2.3	-8.8	-1.1
COC(=O)Cn1cc(/C=C(/C#N)C(=O)N2CCOCC2)c2ccccc21	5.9	4.5	-0.2	-1.2	117.1	-1.2	2.5	.	-10.9	-1.6	-3.7
O=C(CC1SC(=O)N(Cc2ccc(Cl)cc2)C1=O)Nc1nccs1 (configuration not stated)	-7.7	-8.6	0.6	0.8	121.2	1.4	3.4	4.5	-1.4	9.4	0.9
O=C1[C@H](Cc2ccccc2)NCC=CC[C@H](c2ccc(Cl)cc2)N1Cc1ccccc1	-39.1	-3.1	.	.	111.0	7.0	1.1	22.6	.	-6.3	-0.4
CCN1C(=O)/C(=C2\SC(N3CCOCC3)=NC2=O)c2ccccc21	4.8	-20.4	.	.	100.5	-1.0	0.7	25.0	.	0.2	5.2
O=C(CSc1nnc(-c2cccc(S(=O)(=O)N3CCOCC3)c2)n1C1CCCCCC1)NCc1ccccc1	3.9	16.9	0.3	-0.2	93.2	-0.7	-2.1	-4.3	-7.3	3.4	-2.6
COc1nc(N)c(C#N)c(-c2ccc(N(C)CCC#N)cc2)c1C#N	.	.	-0.3	0.2	86.3	.	2.9	-3.1	-2.8	.	.
CC1CN(C)C(C)C/C1=N/Oc1ccccc1[N+](=O)[O-] (configuration not stated)	0.9	-25.1	-0.2	1.3	98.5	-0.2	3.5	-10.8	.	0.6	-1.5
Cc1ccc(C)c(Cn2c3ccccc3c3cnn(CC(=O)NCCCN4CCOCC4)c(=O)c32)c1	-0.2	21.1	-0.6	-0.8	106.5	0.0	2.0	-10.5	10.2	-1.3	0.7
O=C(c1ccccn1)C1CCCN(Cc2nc(Cc3cccc(F)c3)no2)C1 (configuration not stated)	2.8	-7.3	3.8	0.9	98.8	-0.5	-0.8	17.7	262.4	-9.0	2.7
OCC1(CCOc2ccccc2)CCN(C2Cc3ccccc3C2)CC1	-15.7	3.0	-1.0	-2.5	97.8	2.2	4.3	-20.4	31.6	-7.8	-1.1
COC1=CC2(O)CCCC2=CC1=O (configuration not stated)	-25.5	8.0	-3.7	-0.2	99.8	4.5	0.8	-9.0	-0.8	-5.0	-0.1
Cc1ccc(N2C(N)=NC(N)=NC2(C)C)c(C)c1	8.2	17.5	3.6	1.9	.	-2.0	0.1	20.9	-7.6	6.7	-1.5
COc1cc(OC)cc(-c2c(-c3cccs3)c3cc(-c4ccc(SC)cc4)ccc3n2C)c1	15.7	-30.6	-2.9	-1.3	100.1	-2.9	1.1	-10.3	13.6	13.7	0.6
CCOC(=O)C1=C(c2ccccc2)Nc2c(c(=O)n(C)c(=O)n2C)C1c1ccc(O)c(OC)c1 (configuration not stated)	18.7	-14.1	0.9	1.5	102.7	-4.3	2.2	-4.0	200.6	0.3	5.2
O=C(COc1ccccc1[N+](=O)[O-])Nc1ccc(CN2CCOCC2)cc1	-6.1	-2.0	-0.3	-2.5	94.7	0.8	3.6	1.6	-20.9	-2.9	0.7
Cn1c(CNC(=O)Cc2ccc3c(c2)OCO3)nnc1SCc1ccccc1	-4.6	-2.3	0.1	2.3	98.5	0.8	2.2	-2.7	.	-13.0	1.1
Cc1ccc(NC(=O)C2CCN(C(=O)OC(C)(C)C)CC2)cc1S(=O)(=O)N1CCCCC1	-1.0	8.9	-2.2	-2.3	113.8	0.2	2.7	-3.0	17.6	4.5	-3.2
COCc1cc(=O)[nH]c(SC)n1	7.8	-5.3	1.3	1.3	110.8	-1.5	2.1	7.5	12.2	-4.4	2.3
Cc1oc(-c2cccs2)nc1CS(=O)CC(=O)NCc1ccc2c(c1)OCO2 (configuration not stated)	4.8	-14.6	4.1	-2.1	95.9	-0.9	0.8	-58.4	6.4	-8.9	-0.5
CC(C)c1cc(CNC(=O)C2CCC(=O)N(CCc3ccc(Cl)cc3)C2)on1 (configuration not stated)	5.1	-13.5	3.0	-0.2	101.1	-0.9	1.1	-12.1	-17.2	2.6	0.4
O=C(CNCc1ccccc1)Nc1ccccc1-c1ccccc1	11.0	-9.8	-1.8	-0.1	82.8	-1.7	1.2	-2.3	7.5	-6.2	4.0
CC1=C(C(=O)Nc2cc(C(=O)N3CCN(c4cccc(C)c4)C(C)C3)ccc2C)SCCO1 (configuration not stated)	7.0	6.5	0.5	-0.3	102.2	-1.4	2.5	-29.9	-1.8	-3.8	0.5
CN(C)CCCn1c(-c2ccccc2)nc(=S)c2c1CCCC2	0.1	11.6	0.6	-0.9	105.5	0.0	1.9	.	43.7	-13.1	-4.9
CN(C)C1CCN(Cc2cc(COCc3ccccc3)c3cccnc3c2O)C1 (configuration not stated)	-2.8	9.1	7.6	10.3*	106.4	0.5	.	27.5	-33.9	8.0	-3.6
COc1cc(NC(=O)COC(=O)CC(C)(C)C)c(C)cc1[N+](=O)[O-]	10.4	16.4	2.9	2.2	93.4	-2.1	0.9	18.6	-13.1	-20.3	5.5
CC(=O)CCc1oc2ccccc2c1-c1ccccc1	-13.2	1.0	0.0	-2.6	107.1	2.6	2.5	-30.5	8.0	-7.8	2.2
Cc1cccc(C(=O)Nc2c(C#N)c(C)c(C)n2Cc2ccccc2)c1	6.7	-7.8	0.5	-0.8	98.7	-1.3	0.9	43.2	11.8	-5.4	3.0
O=C(N/C=N/O)C1=NOC(CNc2ncc(C(F)(F)F)cc2Cl)C1 (configuration not stated)	-1.9	3.0	-1.2	-0.7	114.5	0.3	-0.5	13.4	-8.9	1.9	0.3
N#Cc1c(NC(=O)c2nc3ncccn3n2)sc2c1CCCCC2	10.5	5.4	1.4	-0.2	.	-2.5	0.8	-62.0	6.9	8.4	-0.9
CCc1c(C)nc2cc(-c3ccccc3)[nH]n2c1=O	11.2	-12.9	2.1	1.8	104.0	-2.4	4.1	8.8	8.1	-3.9	3.5
Cc1ccc(-c2csc3ncnc(N4CCN(C)CC4)c23)cc1C	3.2	-2.7	1.0	-0.9	106.8	-0.7	-0.2	9.3	-11.5	-12.7	0.7
Cc1ccc(NC(=O)COc2nsnc2N2CCOCC2)cc1Cl	-7.8	31.4	4.6	2.0	.	1.2	3.0	7.7	9.7	3.0	-0.2
O=c1/c(=C\c2ccc(F)cc2)sc2n1CCCN=2	-0.7	-5.7	4.8	1.1	90.3	0.1	2.7	-2.9	9.5	-11.3	2.3
